Screening results: PubChem, National Center for Advancing Translational Sciences (NCATS)
Lipid storage S3: qHTS Assay for Lipid Storage Modulators in Drosophila S3 Cells; lipid storage change, negative = inhibition, % at the top dose, mostly 46.1 µM; hits show Potency in µM; AID 2685; Drosophila S3 cells, BODIPY lipid droplet fluorescence, 18-24 h; cells fed with added oleic acid; actives 0.64% (n = 320,000); active means well fitted inhibition curve with a large enough effect in the signal ratio, with a control signal flat, not every such curve was filed as active; inconclusive means small, poorly fitted or top-dose-only effect, or effect the other way, or a change in a side signal; the % refers to the signal ratio
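Drosophila S3 cells loaded with oleic acid (400 uM, as added) and compounds at several concentrations; lipid droplets imaged by 488-nm laser-scanning cytometry, 500–530 nm intensity and object ratio to cell channel. Percent activity normalized to 20 uM Triacsin C.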
Lipid storage S3 cell count max: recorded beside Lipid storage S3, whose call it bears; cell number change, %; measured here: cell count max response;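 cells counted by Cell Tracker Red CMTPX staining in the red channel; peak over a dose series mostly up to 46.1 µM; percent activity relative to internal control wells on each plate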
Active calls of the source: *; i = inactive; ? = inconclusive; nt = no result given. On the % scale 0 is the no-effect control and ±100 the full control effect; potency means the concentration at half of the fitted maximal effect.

structure	Lipid storage S3 cell count max	Lipid storage S3
COc1cc(Br)cc(/C=N/N(CCO)C2=NS(=O)(=O)c3ccccc32)c1OC	nt	?
CC(C)c1ccc(/C=C(\NC(=O)c2ccccc2)C(=O)NCCCn2ccnc2)cc1	2.0	9.2%
O=C(Nc1cccnc1)c1ccc(S(=O)(=O)N2CCCCCC2)cc1	nt	?
O=C(Cc1ccc([N+](=O)[O-])cc1)N1N=C(C2CC2)CC1(O)C(F)(F)F (stereo not given)	-0.6	0.1%
Clc1ccc(-c2ncc3ccccn23)cc1	-14.0	-0.4%
Cc1cc(C)c(C)c(S(=O)(=O)N2CCC(C(=O)NCCCN3CCCC3=O)CC2)c1C	-8.5	0.4%
Cc1ccc(C(=O)Nc2ccc(N3CCCC3)cc2)c(C)c1	nt	?
O=C(COC(=O)Cc1ccccc1[N+](=O)[O-])Nc1nnc(-c2ccccc2)o1	nt	?

Following part:
structure	Lipid storage S3 cell count max	Lipid storage S3
O=C(Nc1ccc(F)cc1)C(c1ccccc1)N1CCN(C(=O)c2ccco2)CC1 (stereo not given)	nt	i
O=C(Nc1nnc(C2=COCCO2)o1)c1ccc(S(=O)(=O)N2CCOCC2)cc1	17.2	4.2%
CCOC(=O)c1cn2nc(Oc3ccc(NC(C)=O)cc3)ccc2n1	-0.3	-3.9%
Cc1cc(-c2c(C)[nH]n(-c3ccc(Cl)cc3)c2=O)n(-c2ccc(Cl)cc2)n1	8.3	-25.0%
Clc1ccccc1Cc1noc(CN2CCN(Cc3ccccn3)CC2)n1	3.6	12.9%
COCCCNc1nnc(Cc2ccccc2)c2ccccc12	-6.3	4.3%
Cc1ccc(NC(=O)COC(=O)/C=C/c2cccc(Cl)c2)cc1S(=O)(=O)N1CCOCC1	-12.6	1.7%
COC(=O)c1c(NC(=O)c2ccccc2)sc(Cc2ccccc2)c1C	nt	?

(cont.)
structure	Lipid storage S3 cell count max	Lipid storage S3
O=C(N/N=C/c1cccc(OCc2ccccc2)c1)c1cccs1	nt	?
O=C(Nc1ccc2c(c1)OCCO2)c1cc(F)c(F)cc1Cl	nt	?
COc1ccc(C(=O)NC(=S)Nc2ccc(Cl)c(C(=O)O)c2)cc1	6.6	-9.3%
COc1ccc(C(=O)N2CCN(c3ccccn3)CC2)cc1[N+](=O)[O-]	nt	?
CCOc1cc2[nH]c(=O)n(Cc3ccc(C(=O)NCCCN4CCCC4=O)cc3)c(=O)c2cc1OCC	nt	?
CCOc1ccccc1C(=O)NCc1ccco1	nt	?
N#C/C(=C\c1ccccn1)c1ccccn1	nt	?
CCOC(=O)C1CCN(C(=O)c2cc(S(=O)(=O)N3CCCCC3)ccc2C)CC1	nt	?

Some of these compounds in order of length of the SMILES, rising:
structure	Lipid storage S3 cell count max	Lipid storage S3
N#C/C(=C\c1ccccn1)c1ccccn1	nt	?
COCCCNc1nnc(Cc2ccccc2)c2ccccc12	-6.3	4.3%
O=C(Nc1ccc2c(c1)OCCO2)c1cc(F)c(F)cc1Cl	nt	?
CCOC(=O)C1CCN(C(=O)c2cc(S(=O)(=O)N3CCCCC3)ccc2C)CC1	nt	?
Cc1cc(-c2c(C)[nH]n(-c3ccc(Cl)cc3)c2=O)n(-c2ccc(Cl)cc2)n1	8.3	-25.0%

Later entries:
structure	Lipid storage S3 cell count max	Lipid storage S3
CN(C)CCCN(C(=O)c1ccc(N2C(=O)CCC2=O)cc1)c1nc2c(F)cccc2s1	nt	?
Cc1ccc(C(=O)NNC(=O)CSc2nc(N)cc(N)n2)cc1	-2.7	11.0%
Brc1cccc(-c2n[nH]c(-c3ccccc3)n2)c1	nt	?
CN(C)CC#CCOC(c1ccccc1)c1ccccc1	4.3	-1.6%
COC(=O)CSC1=C(C#N)C(c2ccc(Cl)cc2)C(C(=O)OC)C(=O)N1 (stereo not given)	-13.0	16.0%
COc1ccc(N2CCN(Cc3cc(=O)oc4ccc(C)cc34)CC2)cc1	nt	?
CCOc1ccc(N2CC(C(=O)Nc3ccccc3C(=O)N3CCOCC3)CC2=O)cc1 (stereo not given)	nt	?
O=C(NCC1CCCO1)C1CCN(C2CCN(C(=O)C3CCCCC3)CC2)CC1 (stereo not given)	2.9	-13.4%

Additional structures
structure	Lipid storage S3 cell count max	Lipid storage S3
O=C(CSc1nc2ccccc2o1)NC1CCCC1	14.0	3.9%
COc1cc(C(O)CO)ccc1O (stereo not given)	nt	?
Cn1c(=O)c2c(nc(SCc3cccnc3)n2Cc2ccc(F)cc2)n(C)c1=O	nt	?
COc1ccc(Oc2ccc3c(C(F)(F)F)cc(C(F)(F)F)nc3n2)cc1	nt	-3.5%
O=C(OCC(=O)N1CCc2ccccc21)c1c2c(nc3ccccc13)CCCCC2	nt	?
Cc1ccc(S(=O)(=O)NCC(C)n2cncn2)cc1 (stereo not given)	nt	?
COc1ccc(CCN2CC(C(=O)N(C)C3CCOCC3)CCC2=O)cc1 (stereo not given)	nt	?
COc1ccc(C(=O)NC(=S)Nc2ccc(N3CCCC3)cc2)cc1OC	-12.7	-19.8%

The results go on:
structure	Lipid storage S3 cell count max	Lipid storage S3
C[C@@H]1CCCCCCCCC(=O)OCCN1C(=O)OC(C)(C)C	nt	?
CCOC(=O)N1CCN(C(=O)CSc2ccc3nnc(-c4ccncc4)n3n2)CC1	4.3	-10.4%
CC(C)(C)NC(=O)c1ccc2c3c(cccc13)CC2	nt	?
O=C(Nc1ccc(S(=O)(=O)NCC2CCCO2)cc1)c1ccccc1 (stereo not given)	nt	?
CC(=O)N1Cc2cc([N+](=O)[O-])ccc2Oc2ccccc21	nt	-17.5%
Cc1cc(C)cc(NC(=O)COC(=O)c2ccc3c(c2)OCCO3)c1	-19.2	-1.1%
Cc1cc(C)c(C)c(C(=O)COC(=O)CNC(=O)CN2C(=O)c3ccccc3C2=O)c1C	9.1	0.2%
CCN(c1ccccc1)S(=O)(=O)c1cc2c(cc1C)n(C)c(=O)c(=O)n2C	-9.5*	8.2µM*

(cont.)
structure	Lipid storage S3 cell count max	Lipid storage S3
CC(=O)NS(=O)(=O)c1ccc(NC(=O)/C=C/c2ccccc2Cl)cc1	nt	?
O=C(CSc1ncnc2c1cnn2CCc1ccccc1)Nc1cccc(C(F)(F)F)c1	nt	?
CCOC(=O)c1cc2c(=O)n3ccccc3nc2n(CCOC)c1=NC(=O)c1c(-c2c(F)cccc2Cl)noc1C	nt	i
CCOC(=O)C1=C(C)NC(C)=C(C(=O)OCC)C1c1ccc(Br)o1	nt	?
CN(C)c1ccc(C(=O)OCC(=O)N2CCOCC2)cc1	nt	?
CN(CC(=O)Nc1ccc(F)c(F)c1F)C(=O)CN1C(=O)NC2(CCCC2)C1=O	nt	?
CCOC(=O)c1c(NC(=O)CN2CCCc3ccccc32)sc(C(C)=O)c1C	-0.3	11.9%
COc1ccc(-c2cc(C(F)(F)F)c(C#N)c(=O)[nH]2)cc1	nt	?

(further entries)
structure	Lipid storage S3 cell count max	Lipid storage S3
Cc1cccc(C(=O)OCC(=O)N(C)c2ccccc2)c1C	24.4	i
Cc1ncc(CO)c2c1Oc1nc(-c3ccccc3F)nc(SCC(=O)N(C)c3ccccc3)c1C2	nt	?
NC(=O)c1cccnc1Nc1cccc([N+](=O)[O-])c1	2.5	-0.1%
Cc1ccc(-n2nc3c(=O)n(C(C)C(=O)NCCCc4ccccc4)nc(C)c3c2C)cc1 (stereo not given)	-8.4	i
Cc1nn(CCCC(=O)Nc2sc3c(c2C#N)CCC3)c(C)c1[N+](=O)[O-]	nt	?
O=C(O)c1cc(=O)cc(C(=O)O)[nH]1	nt	?
c1ccc(Cn2nnnc2C(c2cccs2)N2CCOCC2)cc1 (stereo not given)	nt	?
O=C(CCNS(=O)(=O)c1ccccc1C(F)(F)F)N1CCN(C(c2ccccc2)c2ccccc2)CC1	9.1	23.5%

More results follow.
structure	Lipid storage S3 cell count max	Lipid storage S3
O=C(CC12CC3CC(CC(Br)(C3)C1)C2)Nc1nncs1	nt	?
CCn1c(C)[n+](Cc2ccccc2)c2ccc(Cl)cc21	0.9	3.0%
CCCCN(C(=O)CC(c1ccccc1)c1ccccc1)c1c(N)n(CCC)c(=O)[nH]c1=O	8.5	8.5%
COC(=O)c1cc(=O)nc2sc3ccccc3n12	-12.1	18.2%
Cc1ccc(N2C(=O)CC(Cc3cc(C)cc(C)c3)C2=O)cc1 (stereo not given)	0.3	4.8%
CC1N(C)c2cccc3cccc(c23)N1C	nt	?
O=C(NCCN1CCCC1)c1ccc2c(c1)N(Cc1cccc(Cl)c1)C(=O)c1ccccc1S2(=O)=O	17.5	i
O=C(O)c1c2c(nc3ccccc13)CCCCC2	nt	?

(listing goes on)
structure	Lipid storage S3 cell count max	Lipid storage S3
COc1ccc2nc(N(CCN(C)C)C(=O)c3ccc(C(=O)c4ccccc4)cc3)sc2c1	nt	?
Cc1cc(=O)c(C(=O)O)nn1-c1ccccc1C(F)(F)F	nt	?
CC(=O)Oc1ccc([N+](=O)[O-])cc1N1C(=O)c2ccccc2C1=O	-0.6	15.5%
Cc1nn(Cc2ccccc2)c(Cl)c1/C=N/NC(=O)c1cccnc1	nt	?
Cc1onc(NC(=O)NC(=O)c2ccccc2F)c1Br	nt	?
Cc1ccc(S(=O)(=O)Nc2c(Cl)c(Cl)c(O)c3ccccc23)cc1	nt	?
CC1=CC=CC2=N/C(=N\S(=O)(=O)c3ccc(F)cc3F)c3ccccc3CN12	nt	29.1%
CN(C)C(=O)Cn1c(=O)n(C)c2ccccc21	0.5	-9.4%

Additional results follow.
structure	Lipid storage S3 cell count max	Lipid storage S3
O=C(c1cnsn1)N1CCCC(Nc2ccc(F)c(F)c2)C1 (stereo not given)	nt	?
CC(C)C(=O)Nc1c2c(nn1-c1ccc([N+](=O)[O-])cc1)CS(=O)(=O)C2	-5.1	-7.7%
COc1ccccc1NC(=O)c1ccc(NC(=O)CNC(=O)c2ccc(OC)c(OC)c2)cc1	nt	?
O=C1CC(c2ccc3ccccc3c2)NN1 (stereo not given)	nt	?
O=C(CN1C(=O)c2ccccc2S1(=O)=O)Nc1cccnc1	9.0	1.4%
Cc1cc(C)c(C)c(Oc2ncnc(N)c2[N+](=O)[O-])c1	nt	?
O=C(COc1ccc2ccccc2c1)N1CCN(c2ccccc2O)CC1	nt	?
C1CCc2c(nc3nnnn3c2N2CCOCC2)C1	0.4	7.8%

More records follow.
structure	Lipid storage S3 cell count max	Lipid storage S3
O=C(COc1ccccc1)NCc1nnc2c3ccccc3c(-c3ccccc3)nn12	-15.1	-3.4%
Cc1cc(-c2n[nH]c(=S)n2/N=C/c2ccc(C)o2)n[nH]1	4.6	2.7%
CCNC(=S)Nc1ccc(Cl)cc1Cl	-1.1	-8.6%
Cc1c(Cl)cccc1NC(=O)COC(=O)c1ccc(CN2CCCC2=O)cc1	nt	?
Cc1ccc(C(=O)NC23CC4CC(CC(C4)C2)C3)c(Cl)c1	-10.9	12.2%
Cc1ccc(NCC(=O)N=Nc2c(O)[nH]c3ccc([N+](=O)[O-])cc23)cc1	nt	?
CCOc1ccccc1-c1nnc(SCC(=O)NC2CC2)n1CC	nt	?
CCOC(=O)c1c(-c2ccc(C)cc2)csc1NC(=S)NC(=O)c1ccccc1	nt	13.6%

Further records:
structure	Lipid storage S3 cell count max	Lipid storage S3
Cc1nc2sc(C(c3ccc(Cl)cc3)N3CCN(c4ccccc4F)CC3)c(O)n2n1 (stereo not given)	-19.1	6.0%
CN(C)c1nnnn1Cc1ccccc1	nt	?
COC(=O)c1ccccc1-n1c(CCC(=O)O)ccc1-c1ccccc1	nt	?
NC(=O)c1ccccc1NC(=O)c1ccc2c(c1)OCO2	1.1	-10.5%
COc1ccc(S(=O)(=O)Cc2ccc(C(=O)NCCc3cc(OC)ccc3OC)o2)cc1	-13.6	4.5%
C=CCC1(C)C(=O)N(c2ccccc2)c2ccccc21 (stereo not given)	nt	?
Cc1[nH]c2ccccc2c1/C=N/NC(=O)c1cc(C(C)C)[nH]n1	17.7	-1.1%
Cc1ccc(/C=N/NC(=O)c2ccc(Cn3cc([N+](=O)[O-])cn3)o2)cc1	12.0	14.3%

Carrying on:
structure	Lipid storage S3 cell count max	Lipid storage S3
CCN1CCN(C(=O)C(=O)c2cn(CC(=O)N3CCCCCC3)c3ccccc23)CC1	nt	?
CCOC(=O)N1CCN(C(=O)c2ccc(OC)cc2)CC1	8.6	-2.4%
CCOC(=O)c1sc2ccc(S(=O)(=O)N3CC(C)CC(C)C3)cc2c1N (stereo not given)	nt	?
Cn1c(=O)cc(OCCCC(=O)NCc2ccccn2)c2ccccc21	nt	i
CC[n+]1ccc2cc(OC)c(OC)cc2c1Cc1ccc(OC)c(OC)c1	nt	?
O=C(COC(=O)c1cccnc1)NC1CCCc2ccccc21 (stereo not given)	nt	?
Cn1c(N2CCOCC2)c(/C=N/OC(=O)c2cccnc2Cl)c2ccccc21	nt	i
CCC(NC(=O)NC1CCCCC1)c1ccccc1 (stereo not given)	1.1	14.0%

More compounds follow:
structure	Lipid storage S3 cell count max	Lipid storage S3
CCOc1ccc(C2C(C#N)=C(N)Oc3nc[nH]c(=O)c32)cc1OC (stereo not given)	nt	?
CN1CCCN(C(=O)c2cc(-c3cccc4ccccc34)nc3ccccc23)CC1	10.0	-0.2%
O=C(O)c1cc(N2C(=O)C3CCCCC3C2=O)ccc1NCc1cccnc1 (stereo not given)	7.4	-4.2%
O=C(CCn1c(=O)oc2ccccc21)NCCCN1CCCC1=O	nt	?
CC(c1ccccc1)n1cc(C(=O)NCc2ccncc2)nn1 (stereo not given)	nt	?
Cc1ccc(/C=N/Nc2ncnc3nc[nH]c23)cc1	nt	?
O=C(c1cccc(Br)c1)N1CCN(C(=O)c2cccc(Br)c2)CC1	2.6	5.6%

A portion of the library, so the mix of outcomes need not match the whole.
